CHT inh: human CHT choline transport inhibition; hit rate 0.86% among 310,000; B-score at 10 µM; CHT-expressing cells, membrane potential dye, choline response; active compounds read low; AID 488975; Q9GZV3;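 active means B-score over 3 SD under the library average, and starting fluorescence ratio not unusually high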;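 further: choline stimulus applied at its EC90 after an EC20 pre-addition; B-score computed on integrated fluorescence ratio after choline addition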
Target sequence (Q9GZV3 whole entry, looked up): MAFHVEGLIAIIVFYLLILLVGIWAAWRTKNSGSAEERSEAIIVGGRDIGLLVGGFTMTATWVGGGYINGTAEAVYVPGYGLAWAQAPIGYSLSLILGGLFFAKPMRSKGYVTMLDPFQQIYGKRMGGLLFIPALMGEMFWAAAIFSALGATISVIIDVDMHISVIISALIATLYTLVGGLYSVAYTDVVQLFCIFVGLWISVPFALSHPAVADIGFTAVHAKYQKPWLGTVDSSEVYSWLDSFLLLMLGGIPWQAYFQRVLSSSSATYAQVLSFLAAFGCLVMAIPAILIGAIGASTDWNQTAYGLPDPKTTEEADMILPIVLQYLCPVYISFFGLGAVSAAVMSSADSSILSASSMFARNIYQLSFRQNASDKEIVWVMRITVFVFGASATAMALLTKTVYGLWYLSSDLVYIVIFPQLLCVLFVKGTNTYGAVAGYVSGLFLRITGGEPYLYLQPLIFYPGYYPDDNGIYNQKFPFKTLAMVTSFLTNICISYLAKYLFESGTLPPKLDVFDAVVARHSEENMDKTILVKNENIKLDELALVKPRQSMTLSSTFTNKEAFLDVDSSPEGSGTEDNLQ
CHT PAM: allosteric activators of human choline transporter CHT | CHT-expressing cells, membrane potential dye, choline EC20; active compounds read high; LV-AA mutant CHT in HEK293 cells | B-score at 10 µM | hit rate 0.49% among 310,000 | AID 488977;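 active means initial fluorescence not abnormally high and integrated response B-score, plate-corrected, over 3 SD above library mean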
* = called active by the depositor; i = inactive. Rows were taken by chance, and some 1.5% of all compounds hit somewhere here.

Compound,CHT PAM,CHT inh
Cc1cccc(OCc2nc(-c3ccccn3)n[nH]2)c1,i,i
O=C(N/N=C\c1ccc(COc2ccc([N+](=O)[O-])cc2)o1)c1cccc(Cl)c1,i,i
C/C(N)=C(/C#N)C(=O)COC(=O)C(c1ccccc1)c1ccccc1,i,i
O=C(O)c1ccc(Nc2ncnc3scc(-c4ccccc4)c23)cc1,i,i
CCc1ccc(C(=O)NN=C2CCCCCC2)s1,i,i
CCCC(=O)NC1=C(C#N)C2(CCCC2)Cc2ccccc21,i,i
Cc1ccc([C@@H]2[C@@H]3C(=O)N(c4ccccc4)C(=O)[C@@H]3[C@]3(C)C(=O)N(Cc4ccccc4)CC(=O)N23)o1,i,i
O=C(O)c1cc(S(=O)(=O)Nc2ccc3c(c2)OCCO3)c(Cl)cc1Cl,i,i
O=C(Nc1ccc(S(=O)(=O)Nc2ncccn2)cc1)C(F)(F)F,i,i
COc1ccccc1/C=C\C(=O)NCC(=O)N/N=C/c1ccc(O)cc1O,i,i
Cc1ccc2c(c1)CCCN2C(=O)c1c(C)noc1C,i,i
Cn1c(N)c(S(=O)(=O)N2CCN(C(=O)c3ccco3)CC2)c(=O)n(C)c1=O,i,i
CC(=O)OCC(=O)[C@@]1(OC(C)=O)[C@@H](C)C[C@H]2[C@@H]3C[C@H](F)C4=CC(=O)C=C[C@]4(C)[C@@]3(F)[C@@H](O)C[C@@]21C,i,i
CCCOC1CCCN(C(=O)CCc2nnc(CCCCc3ccccc3)o2)C1 (stereo not given),i,i
COc1ccc(Cn2nc(C)cc2C)cc1OC,i,i
CN(C(=O)COC(=O)c1ccc(Cl)c(N)c1)c1ccccc1,i,i
COc1cccc(C(=O)Nc2nnc(-c3ccc(F)cc3)o2)c1,i,i
CCOC(=O)CN(C(=O)CNC(=O)c1ccco1)C(C(=O)NC1CCCC1)c1ccccc1OCC (stereo not given),i,i
CCN(CC(=O)Nc1ccc(OC)cc1)C(=O)c1cc(S(=O)(=O)N2CCOCC2)ccc1N1CCCC1,i,i
Cc1cc(C(=O)Nc2c(F)cc(F)cc2Br)n(-c2ccccc2)n1,i,i
O=S(=O)(c1ccc2ccccc2c1)n1cccn1,i,i
CCC1C(=O)N=C(SCC(=O)Nc2ccc(S(N)(=O)=O)cc2)NC1=O (stereo not given),i,i
Nc1cccc2c1C(=O)N(C(=O)c1cccc(S(=O)(=O)N3CCCC3)c1)C2=O,i,i
CCn1c(C)nc2cc(C(=O)N/N=C(\C)c3ccc(N4CCOCC4)cc3)ccc21,i,i
CC1(C)NC(=O)N(CCCCOc2ccc3c(c2)CCC3)C1=O,i,i
O=C(c1ccc(-c2ccccc2)cc1)C1CCCN(C(=O)c2ccncc2)C1 (stereo not given),i,i
CCOc1ccc(NS(=O)(=O)c2coc(C(N)=O)c2)cc1,i,i
CCOC(=O)c1cn(Cc2ccc(C)cc2)nn1,i,i
Cc1ccc(NC(=O)C2CCCN2S(=O)(=O)c2ccc(F)cc2)c(C)c1 (stereo not given),i,i
COc1ccc(C)cc1S(=O)(=O)N(C)CC(=O)Nc1ccc2c(c1)OCO2,i,i

Among those listed so far, these have a thiophene ring, fused or not.
Compound,CHT PAM,CHT inh
O=C(O)c1ccc(Nc2ncnc3scc(-c4ccccc4)c23)cc1,i,i
CCc1ccc(C(=O)NN=C2CCCCCC2)s1,i,i

More entries.
Compound,CHT PAM,CHT inh
COc1cc([N+](=O)[O-])ccc1NC(=O)CCCOc1cccc(C)c1C,i,i
O=C(CCSCCC(=O)NCc1ccc(F)cc1)NCc1ccc(F)cc1,i,i
C/C(=N/NS(=O)(=O)c1ccc(C)c(C)c1)c1ccncc1,i,i
COC(=O)c1ccc(C(=O)NC2CCCc3c2cnn3-c2cc(F)cc(F)c2)nc1 (stereo not given),i,i
CCCc1nnc(NC(=O)CC(C)c2ccccc2)s1 (stereo not given),i,i
CC1CCCCN1C(=S)NCCc1ccccc1 (stereo not given),i,i
COCCCN1C(=O)C(=O)/C(=C(/O)c2ccc(OC)cc2C)C1c1cccnc1 (stereo not given),i,i
C=C1SC(=Nc2c(C)cc(C)cc2C)N(C(=O)c2sc3ccccc3c2Cl)C12CCCCC2,i,i
COc1ccc(Cn2nnnc2C(c2cccs2)N2CCN(c3ccc([N+](=O)[O-])cc3)CC2)cc1 (stereo not given),i,i
COc1ccc(Oc2c(C)oc3c(CN4CCOCC4)c(O)ccc3c2=O)cc1,i,i
COc1cccc(C(=O)Nc2ccc(N3CCN(C(=O)c4cccs4)CC3)cc2)c1,i,i
CC(=O)N1CC[n+]2c(-c3ccc([N+](=O)[O-])cc3)csc21,7.27*,i
CC(C)C(=O)NC(Nc1cc(C(F)(F)F)ccc1Cl)C(Cl)(Cl)Cl (stereo not given),i,i
CCN(CC)S(=O)(=O)c1ccc(OC)c(NC(=O)OCc2ccccc2)c1,i,i
N#Cc1c(SCC(=O)Nc2nccs2)sc2c(O)cc(=O)[nH]c12,i,i
CCCCCCn1c(N2CCN(c3ccccc3)CC2)nc2c1c(=O)[nH]c(=O)n2C,i,i
O=C(Cn1ncc2c(=O)oc3ccccc3c21)NCCCN1CCCC1=O,i,i
CNC(=O)c1[nH]cnc1C(=O)N[C@@H](C)C(=O)OCc1ccccc1,i,i
CCN(C(=O)COC(=O)c1sccc1C)c1c(N)n(Cc2ccccc2)c(=O)[nH]c1=O,i,i
CC1(C)CC(=O)C2=C(C1)OC1=C(C2)C(=O)CC(C)(C)C1,i,i
COc1ccccc1NC(=O)c1ccc(NC(=O)COC(=O)CC(NC(=O)c2ccccc2Cl)c2ccccc2)cc1 (stereo not given),i,i
Cc1cc(=O)[nH]c(N/N=C/c2ccc(Cl)c([N+](=O)[O-])c2)n1,i,i
C[N+]1(CC(=O)NNc2c3ccccc3nc3ccccc23)CCOCC1,i,i
COc1ccccc1N1C(=O)CC(Nc2ccc(N3CCOCC3)cc2)C1=O (stereo not given),i,i
C=CCOc1c(Br)cc(CNn2c(C)n[nH]c2=S)cc1OCC,i,i
CCOC(=O)c1[nH]c(C)c(C(=O)NC2CCN(C(=O)OCC)CC2)c1C,i,i
Clc1ccc(SCCOCCN2CCOCC2)cc1,i,i
Cn1c(=O)c2c(nc(CN3CCN(Cc4ccccc4)CC3)n2Cc2ccc(F)cc2)n(C)c1=O,i,i
Cc1ccc(CSc2nnc(CCNC(=O)OC(C)(C)C)o2)cc1,i,-5.34*
CCOc1cc(/C=N/NC(=O)CSc2nncn2C)ccc1OCC(N)=O,i,i

Fetched by structure from the entries so far:
Compound,CHT PAM,CHT inh
CCOC(=O)c1cn(Cc2ccc(C)cc2)nn1,i,i
Cc1ccc([C@@H]2[C@@H]3C(=O)N(c4ccccc4)C(=O)[C@@H]3[C@]3(C)C(=O)N(Cc4ccccc4)CC(=O)N23)o1,i,i
O=C(O)c1ccc(Nc2ncnc3scc(-c4ccccc4)c23)cc1,i,i
CCCCCCn1c(N2CCN(c3ccccc3)CC2)nc2c1c(=O)[nH]c(=O)n2C,i,i
Cn1c(=O)c2c(nc(CN3CCN(Cc4ccccc4)CC3)n2Cc2ccc(F)cc2)n(C)c1=O,i,i
Clc1ccc(SCCOCCN2CCOCC2)cc1,i,i

Additional records follow:
Compound,CHT PAM,CHT inh
COc1ccc(-c2cc(=O)oc3cc(OC(C)C(=O)Nc4ccc(CN5CCOCC5)cc4)ccc23)cc1 (stereo not given),i,i
CC(C)CN(C(=O)COC(=O)/C=C/c1cccs1)c1c(N)n(Cc2ccccc2)c(=O)[nH]c1=O,i,i
Cc1cc(C(=O)N2CCN(C/C=C/c3ccccc3)CC2)cs1,i,i
CCN(CC)CCNC(=O)C1c2cc(OC)c(OC)cc2C(=O)N2CCc3ccccc3C12 (stereo not given),i,i
COCCNC(=O)NC(=O)COC(=O)C1(c2ccc(Cl)cc2)CC1,i,i
COC(=O)c1cc(OC)c(OC)cc1NC(=S)N1CCN(C)CC1,i,i
CCC(NC(=O)Nn1cnnc1)(C(F)(F)F)C(F)(F)F,i,i
O=C(Cc1ccccc1[N+](=O)[O-])Nc1ccccc1C(=O)N1CCCC1,i,i
C/C(=N/NC(=O)c1cnccn1)c1cccs1,i,i
O=C(Nc1cccc(C(=O)O)c1)/C(=C\c1ccccc1)NC(=O)c1cccc2ccccc12,i,i
CCOc1cccc(C(=O)NC(=S)Nc2ccc(N3CCN(CC)CC3)cc2)c1,i,i
COCCSc1ccccc1C(=O)N1CCN(Cc2ccccc2)CC1,i,i
CCOc1cc(NC(=O)c2ccccc2C)c(OCC)cc1NC(=O)C1=Cc2ccccc2OC1,i,i
COc1ccc(CCN(Cc2ccccn2)C(=S)Nc2ccc(C)cc2)cc1OC,i,i
COc1ccc(NC(=O)CC2SC(=NCC3CCCO3)NC2=O)c([N+](=O)[O-])c1 (stereo not given),i,i
CC1(C)CC(NC(=O)C23CCC(C)(C(=O)C2)C3(C)C)CC(C)(C)N1 (stereo not given),i,i
Cc1ccc(NC(=O)CSCC(=O)NCc2ccco2)cc1,i,i
CCOCCn1c(=NC(=O)c2cc(Cl)sc2Cl)sc2cc(S(N)(=O)=O)ccc21,i,i
O=C(Nc1ccc2c(c1)OCCO2)c1ccc2nccnc2c1,i,i
COc1ccc(C(=O)N2CCN(C(=O)Cc3ccccc3)CC2)cc1,i,i
COc1ccc(/C=C2\CCC(C3CCCC3)C2=O)cc1Cn1nc(C)cc1C (stereo not given),i,i
CCOC(=O)c1ccc(-n2c(C)nc3ccc(Br)cc3c2=O)cc1,i,i
CC(C(=O)NC1CCCC1)N(C(=O)CS(=O)CC(=O)Nc1ccc(F)cc1)c1ccc2c(c1)OCCO2 (stereo not given),i,i
N#Cc1c(NC(=O)Cn2cnc3ccccc3c2=O)oc(-c2ccccc2)c1-c1ccccc1,i,i
CCOc1cc(N2CCOCC2)c(OCC)cc1NC(=O)CN1CCN(Cc2ccc3c(c2)OCO3)CC1,i,i
CC1(C)SC(=S)N(c2ccccc2)C1/[N+]([O-])=C/c1cccc([N+](=O)[O-])c1 (stereo not given),i,i
COc1cccc(-c2cc(C(=O)O)no2)c1,i,i
CC(c1n[nH]c(=S)n1Cc1ccccc1)N(C)C (stereo not given),i,i
CCOC(=O)C1CCCN(C(=O)c2ccc(CNS(=O)(=O)c3ccc(C)cc3)cc2)C1 (stereo not given),i,i
Cc1nc2sccn2c(=O)c1S(=O)(=O)NCc1ccccc1Cl,i,i
COc1ccc(-n2c(SC)nnc2-c2c[nH]c3ccccc23)cc1,i,i
COc1cc(NC(=S)NNC(=O)C(C)(C)O)cc(OC)c1,i,i
O=C(COC(=O)/C=C/c1ccc(Cl)cc1)Nc1ccccc1-c1ccccc1,i,i
Cc1ccc(C(=O)Nc2nc3nc(-c4ccccc4)cc(=O)n3[nH]2)cc1,i,i
Cc1ccc(S(=O)(=O)N[C@@H](CC(C)C)C(=O)N2CCC(C(=O)N[C@@H](Cc3ccccc3)C(=O)O)CC2)cc1,i,i
COc1cc(C2SCC(=O)N2c2nnc(C34CC5CC(CC(C5)C3)C4)s2)cc(OC)c1OC (stereo not given),i,i
NC(=O)c1nsc(C(=O)N(c2cccc(F)c2)C(C(=O)NCC2CCCO2)c2c[nH]c3ccccc23)c1N (stereo not given),i,i
CCCSc1nc2c(cnn2-c2ccc(F)cc2)c(=O)[nH]1,i,i
COc1ccc(NC(=O)CC2C(=O)NCCN2C(=O)c2ccccc2)cc1 (stereo not given),i,i
CC1CCCCN1CC(=O)Nc1ccccc1Sc1ccccc1 (stereo not given),i,i
Cc1ccc(NC(=O)C[n+]2ccn(C3=C([O-])c4ccccc4C3=O)c2)cc1,i,i
COc1nccc(C(F)(F)F)c1C(=O)NC(=O)Nc1c(C)cccc1C,i,i
CCCn1c(N)c(C(=O)CSc2nnc(C3CC3)n2Cc2ccccc2)c(=O)[nH]c1=O,i,i
Cc1ccc(C(=O)N(CN2CCCC2=O)c2ccccc2)cc1,i,i
COc1cc(/C=N/N2CCN(c3ccccc3)CC2)cc(OC)c1OC(C)=O,i,i
COc1ccc2nc(-n3c(O)c(C4=c5ccccc5=NC4=O)[nH]c3=S)sc2c1,i,i
CCC(C)c1ccc(NC(=O)CC(C)=O)cc1 (stereo not given),i,i
COc1cc(/C=N/NC(=O)c2nc(-c3ccccc3)n(-c3ccccc3)n2)ccc1O,i,i
CCCOc1ccc(C(=O)CCNc2ccc(C)c(Cl)c2)cc1,i,i
O=C(c1cc2ccccc2c(=O)o1)N1CCCc2ccccc21,i,i
COc1cccc(-c2nc(CS(=O)(=O)c3ccccc3)no2)c1,i,i
COc1cccc(CNC(=O)c2ccc(Cl)c(NC3=NC4CS(=O)(=O)CC4S3)c2)c1 (stereo not given),i,i
COc1cccc(CNC(=O)CCC2CCCN(C(=O)c3cc4ccccc4o3)C2)c1 (stereo not given),i,i
COc1ccc2c(c1OC)C(=O)N1c3ccccc3C(=O)N(c3ccccc3)C21 (stereo not given),i,-8.53*
O=C(Nc1ccc([N+](=O)[O-])cc1)c1cncc(Br)c1,i,i
CC(=O)n1cc(C2C(=O)CC(C)(C)CC2=O)c2ccccc21,i,i
Cc1ccccc1-c1nc(CS(=O)CC(=O)NCc2ccccc2)c(C)o1 (stereo not given),i,i

Screening results as filed in PubChem.
